Assay outcomes as filed in PubChem BioAssay.
PGC1a acetyl inh = inhibitors of PGC1a acetylation signal, primary screen, cell-based, U2OS, AlphaScreen, inhibitor mode; AlphaScreen anti-acetyl-lysine; with virally co-expressed GCN5 acetyltransferase; inhibition, % at 15.6 µM; 350,000 compounds, 0.17% hits; AID 651687, 2012;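 active = every replicate shows inhibition of at least 40%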;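 also: 0% = neutral control wells and 100% = positive control wells; some results beyond the cut were filed as inactive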
PglD DTNB = C. jejuni PglD acetyltransferase inhibitors, primary screen, biochemical, DTNB colorimetric, single point; inhibition, % at 12.5 µM; 360,000 compounds, 0.098% hits; AID 602405, 2012; UDP-N-acetylbacillosamine N-acetyltransferase PglD (Campylobacter jejuni); purified PglD enzyme, DTNB colorimetric CoA detection; in the data active = inhibition above about 16%, passing the limit was not always enough; also: strong numbers were not always called active
LGR2 antag = inhibitors of bursicon-induced LGR2 CRE-luciferase signal, primary screen, cell-based, HEK293, CRE-luciferase reporter, bursicon stimulation; Drosophila bursicon receptor LGR2 (rickets); bursicon-stimulated, 4 h; inhibition, % at 9.99 µM; 380,000 compounds, 0.35% hits;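 active = drop in luminescence signal, shown as inhibition above about 50% in the replicate tests, limit read from the data, passing the limit was not always enough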;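 also: agonist challenge used bursicon conditioned medium at about half maximal strength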
* hit, by the source's call. Only part of the results is shown. The share of hits here may be higher or lower than overall.

canonical_smiles,PGC1a acetyl inh,PglD DTNB,LGR2 antag
CCn1c(=O)c(C(=O)NCCNCCO)c(O)c2ccccc21,10,-2,12
CCOC(=O)N1CCN(S(=O)(=O)c2cccc3nsnc23)CC1,5,4,15
O=c1[nH]c(CN2CCN(C/C=C/c3ccccc3)CC2)nc2cc(Cl)ccc12,-18,-1,-13
CC(NC(=O)c1ccccc1)c1nc2ccccc2n1Cc1ccc(C#N)cc1 (configuration not stated),0,1,11
CCOc1ccc(CC(=O)NNC(=S)Nc2ccccc2)cc1Br,-6,4,-15
CCOc1cc(-c2cc(-c3ccccc3)nc(N)c2C#N)ccc1O,-11,7,-7
CCCn1c(SCc2ccc(Cl)cc2)nc2c1c(=O)[nH]c(=O)n2C,4,0,-17
CC(C)CCOc1ccc(Cl)cc1CN1CCOCC1,-13,8,-54
[2H]c1c([2H])c([2H])c(-c2nc(N3CCCCCC3)sc2C(=O)c2ccccc2)c([2H])c1[2H],-5,-5,6
O=C(Nc1ccncc1)Nc1ccccn1,-22,-1,-6
CCO/C(C)=N/n1c2nc3ccccc3nc2c2c(=O)n(C3CCCC3)c(C)nc21,-1,0,-15
O=C(O)C1CCC(=O)N1Cc1ccccc1Cl (configuration not stated),7,-12,29
Cc1ccc(NC(=O)C2CCCN(S(=O)(=O)c3c(C)noc3C)C2)nc1 (configuration not stated),42,2,11
O=c1[nH]ncn2cccc12,7,-6,-8
COc1ccc(-c2cc(C(=O)NCc3ccc(Cl)cc3)no2)cc1OC,-2,3,-12
C=CCNC(=O)CC(=O)N/N=C/c1ccccc1F,-6,-8,17
CCOc1cnn(-c2cc(Oc3ccc(C)cc3)ncn2)c(=O)c1Cl,4,6,8
Cc1csc(NC(=O)C2CCCC2)n1,1,1,-21
CCOC(=O)c1c(NC(=O)C2=C(C)NC(=S)NC2c2ccccc2C(F)(F)F)sc(C)c1C (configuration not stated),-7,2,3
COc1ccc(C(=O)/C=C/c2ccc(F)cc2)c(OC(=O)c2ccc([N+](=O)[O-])cc2)c1,19,6,-21
CCOc1ccc(NC(=O)CSc2nc3cccnc3n2CCOC)cc1,7,7,-13
CCOC(=O)c1c(NC(=O)c2ccco2)sc2c1CCCCC2,5,10,-5
COc1ccccc1OCc1nnc(SCC(=O)NCc2ccco2)n1-c1ccccc1,-6,-2,6
CCNc1nc(OC)nc(Oc2ccc(=O)n(-c3ccccc3)n2)n1,-6,0,-17
CCN(CC)S(=O)(=O)c1ccc(Cl)c(C(=O)NCC2CCCO2)c1 (configuration not stated),7,0,21

(cont.)
canonical_smiles,PGC1a acetyl inh,PglD DTNB,LGR2 antag
CCCN(CC1CC1)C(=O)Nc1ccccc1C,2,-4,-2
COc1ccccc1N1CCN(C(=O)Oc2ccccc2)CC1,8,0,-1
COC(=O)c1ccnc(/C=N/O)c1,-2,0,8
O=C(CN(Cc1ccc2c(c1)OCO2)C(=O)c1cnsn1)NC1CCCC1,15,5,-5
C/C(CC(=O)Nc1ccccn1)=N\NC(=O)C(=O)Nc1ccccc1C,17,1,1
C=CCOC(=O)C1=C(C)Nc2ncnn2C1c1cccs1 (configuration not stated),-5,-4,-5
CSc1nnc(-c2cc3c(-c4ccccc4)nn(C)c3s2)n1C,-10,4,6
COc1ccc(-n2c(C)cc(/C=C3\C(=O)NN(c4ccccc4)C3=O)c2C)cc1,7,0,-59
Cc1ccc2cc(C)c(NCCO)nc2c1,4,-2,-1
Cc1cc2nc(CCN(C(=S)NCC(C)C)C3CCCC3)[nH]c2cc1C,-23,5,10
Cc1ccc(CSc2nnc3nc(C)cc(C)n23)cc1,17,3,-10
Cc1cccc(-c2cc(C(=O)Nc3ccc4c(c3)OCCO4)c3ccccc3n2)c1,-36,-2,-19
O=C(Nc1ccccc1N1CCCC1)c1cccnc1Cl,1,2,11
CC(=O)/C(=N\Nc1ccc(Cl)cc1Cl)Sc1nnc(-c2ccccc2)n1-c1ccccc1,-6,2,3
COc1ccc(S(=O)(=O)N(C)CC(=O)NC2CCCCC2)cc1OC,7,-1,10
Clc1ccc(Cc2noc(Cc3ccccc3)n2)cc1Cl,-4,1,-10
Cc1ccc(-c2n[nH]c(=O)c3ccccc23)cc1S(=O)(=O)NCCN1CCOCC1,43,0,-5
CCCNc1cc(C)oc(=O)c1C(=O)CCC,-3,2,4
CC1CC(=O)C=C(O)C1C(=O)OC(C)(C)C (configuration not stated),7,4,-5
CC(C)(C)n1ncc2c(=O)n(CC(=O)OCc3ccccc3)cnc21,-5,-1,93*
COc1ccc(CN(C)C2CCCCC2)c(C)c1C,-8,-4,-2
CC(C)Oc1ccc(Br)cc1/C=N\NC(N)=S,-9,1,19
Cc1nc(-c2ccccc2)sc1-c1nc(-c2ccncc2)ncc1S(=O)(=O)c1ccccc1,-9,4,13
O=S(=O)(c1cccc2nsnc12)N1CCN(c2ncccn2)CC1,12,-1,9
CC(C)c1nnc(NC(=O)c2cccnc2)s1,3,1,-21

Further records follow:
canonical_smiles,PGC1a acetyl inh,PglD DTNB,LGR2 antag
CCCOc1cc(C)c(S(=O)(=O)N2CCN(C)CC2)cc1C,-6,15,4
CC1(C)SC(=S)N(/N=C/c2ccc(O)cc2)C1N(O)C(=O)Nc1ccc([N+](=O)[O-])cc1 (configuration not stated),6,6,-3
CCN(CC)C(=O)C1CCCN(c2ccc([N+](=O)[O-])cc2/C=N/NC(=O)c2cccc(O)c2)C1 (configuration not stated),0,-9,0
COc1cccc(-c2nn(-c3ccccc3)cc2/C=C\C(=O)c2cccs2)c1,25,-4,5
CC(C)(C)SCCNC(=O)CN(c1ccc(F)cc1)S(C)(=O)=O,5,1,-14
Cc1cccc2sc(NC(=O)C3CCCN(S(=O)(=O)c4cccc5nonc45)C3)nc12 (configuration not stated),-21,-2,0
CCOc1cc(S(=O)(=O)NCc2ccccc2)ccc1F,-6,-5,-19
CC(=O)c1c(C)nc(-c2ccccc2)nc1NC(=O)C(C)C,-7,1,-9
CCOC(=O)Cn1cc([N+](=O)[O-])c(OC)n1,2,4,17
O=S(=O)(Nc1ccc(N2CCCCC2)cc1)c1ccccc1,-8,-4,-14
Cn1c(SCCCC(=O)c2ccc(F)cc2)nnc1-c1ccncc1,-3,-4,10
COc1ccc(/C=N/NC(=O)Cc2csc(Nc3cccc(C(F)(F)F)c3)n2)cc1C,-4,7,-21
Cn1c(=O)n(CCc2ccccc2)c(=O)c2c1nc1n2CCCN1Cc1ccccc1,-2,4,16
CC12CCC(C(=O)NCc3ccc4c(c3)OCO4)(OC1=O)C2(C)C (configuration not stated),-1,8,17
O=C(CN(C(=O)CSc1nc2ccccc2o1)c1cccc(F)c1)NC1CCCCC1,-5,4,9
Cc1ccc(S(=O)(=O)N(CC(=O)N/N=C/c2cccc(Cl)c2)c2cccc3cccnc23)cc1,-7,6,16
CCn1nc(CC(=O)Nc2nnc(CC(=O)N3CCCC3)s2)c2ccccc2c1=O,-4,2,-8
Cc1ccc(-n2c3c(c(=O)[nH]c2=O)C(NS(=O)(=O)c2ccc(C)cc2)(C(F)(F)F)C(=O)N3)cc1 (configuration not stated),0,-1,3
CCn1c(SCC(=O)Nc2ccccc2C(=O)OC)nnc1-c1cccc(C)c1,-20,-4,3
CCCCNc1c([N+](=O)[O-])cc(C(=O)O)cc1[N+](=O)[O-],11,-4,13
CC(C)CCNC(=O)NC(=O)COC(=O)/C=C/c1cnc2ccccc2n1,6,-1,-13
CC(=O)c1c(C)[nH]c(C(=O)OCn2nnc3ccccc3c2=O)c1C,1,-6,-22
C/C=C(\C)CN1CCN(c2cc(C)ccc2C)CC1,0,3,-18
COc1ccc(CN(C(=O)Cc2cccs2)C(C(=O)NC2CCCC2)c2ccncc2)cc1 (configuration not stated),7,1,10
COc1ccc(C(C#N)N2N=C(C)CC2(C)C)cc1OC (configuration not stated),4,1,-14

Later entries:
Structure	PGC1a acetyl inh	PglD DTNB	LGR2 antag
O=C(Nc1cccc2c1C(=O)NC2=O)c1ccc(S(=O)(=O)N2CCCC2)cc1	9	-4	-4
Cc1ccc(S(=O)(=O)Nc2ccc3c(c2)ncn3C(C)(C)C)cc1	-14	0	9
COc1ccccc1CN(Cc1cc2cc(C)ccc2[nH]c1=O)Cc1nnnn1Cc1ccco1	0	5	10
CN(Cc1ccccc1)S(=O)(=O)c1ccc(NS(=O)(=O)Cc2ccccc2)cc1	-6	-3	7
C=CCN1C(=O)C(O)(CC(=O)c2ccc(OC)cc2OC)c2cc(Br)ccc21 (configuration not stated)	-23	9	15
CCCC(=O)C1C(=O)CC(C)(C)C(c2cc(C)no2)C1=O (configuration not stated)	2	12	10
Cc1ccc(N(CC(=O)Nc2cc(Cl)ccc2Oc2ccccc2)S(C)(=O)=O)c(C)c1	2	-5	20
Cc1ccsc1C(=O)OCc1nc2ccccc2c(=O)[nH]1	-4	14	-2

Laid out differently: 4 of the compounds above.
COc1ccccc1CN(Cc1cc2cc(C)ccc2[nH]c1=O)Cc1nnnn1Cc1ccco1
- PGC1a acetyl inh = 0
- PglD DTNB = 5
- LGR2 antag = 10
CN(Cc1ccccc1)S(=O)(=O)c1ccc(NS(=O)(=O)Cc2ccccc2)cc1
- PGC1a acetyl inh = -6
- PglD DTNB = -3
- LGR2 antag = 7
C=CCN1C(=O)C(O)(CC(=O)c2ccc(OC)cc2OC)c2cc(Br)ccc21 (configuration not stated)
- PGC1a acetyl inh = -23
- PglD DTNB = 9
- LGR2 antag = 15
CCCC(=O)C1C(=O)CC(C)(C)C(c2cc(C)no2)C1=O (configuration not stated)
- PGC1a acetyl inh = 2
- PglD DTNB = 12
- LGR2 antag = 10

Next section:
Structure	PGC1a acetyl inh	PglD DTNB	LGR2 antag
CCOC(=O)c1cc(C)n(S(=O)(=O)c2ccc(C)cc2)c1C	-15	2	6
CC(C)=CC(=O)Nc1nnc(C(C)C)s1	5	0	-27
Cc1ccc(S(=O)(=O)Nc2ccc(Br)cc2/C=N/n2cnnc2)cc1	10	6	9
O=C(Nc1ccc(F)cc1)Nc1nnc(-c2ccncc2)s1	3	-4	10
Cc1csc(NC(=O)CCc2ccc(S(=O)(=O)N3CCOCC3)cc2)n1	-9	-5	-34
Cc1cccc(NC(=S)N(CCN(C)C)C(C)c2ccccn2)c1 (configuration not stated)	0	0	4
CCOC(=O)C1=C(CNCc2ccc(C)cc2)NC(=O)NC1c1ccc(OC)cc1 (configuration not stated)	-3	1	22
O=C1CCC(C(=O)OCC(=O)C23CC4CC(CC(C4)C2)C3)N1 (configuration not stated)	5	6	7

More structures
Structure	PGC1a acetyl inh	PglD DTNB	LGR2 antag
COCCCn1cnc2c(c1=O)c1nc3ccccc3nc1n2-c1ccc(C)cc1	-3	8	11
COc1ccc(Nc2nc(C)cc(C)c2C(N)=O)cc1	14	-4	-3
C=CCOc1ccc(CN(C)CC(=O)N(CC(C)C)c2c(N)n(CC(C)C)c(=O)[nH]c2=O)cc1	8	3	-2
COC(=O)Cc1nc2ccccc2[nH]1	-5	5	-4
CO/N=C\Cc1oc(=O)c(NC(=O)c2ccccc2)cc1C(=O)OC	0	-1	16
CCCCn1ccc(=O)c2c(C(F)(F)F)nccc21	0	0	8
O=C(NCc1ccccc1)c1cccc(S(=O)(=O)N2CCOCC2)c1	12	-9	12
COc1ccc(N2C(=O)NC3CC2(C)Oc2ccc(Br)cc23)cc1OC (configuration not stated)	-10	7	10

(continued)
Structure	PGC1a acetyl inh	PglD DTNB	LGR2 antag
O=C(CCCc1ccccc1)Nc1cccnc1	5	-2	-13
O=C(COc1ccccc1Cl)N1CCN(c2ccc([N+](=O)[O-])c(N3CCOCC3)c2)CC1	-3	3	-20
NC(=O)c1c(NC(=O)Cc2cccs2)sc2c1CCC2	-9	-2	1
CCCCC(=O)Nc1nn(CCC)c2nc3ccccc3cc12	-1	-1	3
O=C(Cc1ccccc1)NCc1ccc2c(c1)OCO2	2	-5	-21
CCOc1ccccc1NC(=O)CSc1nnnn1-c1ccc(C(=O)OC)cc1	-14	6	-2
CCSC1=C(C#N)C(c2cccc(OC)c2)CC(=O)N1 (configuration not stated)	11	0	4
CN(C)S(=O)(=O)c1ccc(NC(=O)c2cccnc2)cc1	12	-1	7

Later entries:
Structure	PGC1a acetyl inh	PglD DTNB	LGR2 antag
COc1cccc(N/C(N)=N/c2nc(C(F)(F)F)cc(=O)[nH]2)c1	-4	-2	-3
CCOc1ccc(CCNC(=O)C2CCN(c3nn4c(=O)cc(C)nc4s3)CC2)cc1OCC	-10	3	-37
COc1cc(OC)cc(C(=O)NCc2n[nH]c(=S)n2-c2ccccc2OC)c1	21	0	14
CCC(=O)N1CCc2cc(S(=O)(=O)NC(Cc3ccccc3)C(=O)NC3CCCCC3C)ccc21 (configuration not stated)	22	2	-5
CCOC(=O)Nc1cc(Br)c2c(c1)OCCO2	-17	-2	-36
CCCC(CCC(=O)OC)(C(=O)OCC)c1csc(N)n1 (configuration not stated)	-10	-3	-16
NC(=O)COc1ccc(/C=N/NC(=O)C2CCCN2S(=O)(=O)c2ccc(Cl)cc2)cc1 (configuration not stated)	-8	-2	8
O=C(Oc1ccc(-c2ccccc2)cc1)N1CCOCC1	-8	-1	-34
Cc1cc(Oc2ccc(C(C)(C)C)cc2)nc(N2CCOCC2)n1	11	2	1
